OXTR potentiate – human OXTR potentiation | 0.061% of 320,000 active | P30559 | activation, % at 3 µM | CHO-OTR cells, Fluo-8 calcium fluorescence, potentiator mode; 0% = oxytocin EC15, 100% = EC100;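 active = activation above that plate's cutoff, the mean activation of tested compounds plus 3 SD, cut at about 6.6% in these data, passing the limit was not always enough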;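 also: 100% uses oxytocin at 75 nM as the full agonist control; some results filed as inactive read as strong as hits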
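System: human OTR in CHO cells; Also added: sub-maximal oxytocin, roughly EC15; Timing: compound 6 min at room temperature before oxytocin, 100 s read; Technique: Fluo-8 intracellular calcium fluorescence, ex 470-495, em 515-575 nm; Controls: oxytocin EC15 low and EC100 high; Replication: singlicate.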
M1 antag – blocks human M1 muscarinic receptor. P11229. CHO-K1 hM1, Fluo-8 calcium fluorescence, ACh EC80 antagonist. inhibition, % at 3 µM. 1.3% of 360,000 active;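 active = percent inhibition above its own plate's cutoff, namely the mean of that plate's compound wells plus 3 SD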;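 also: peak over basal fluorescence ratio during 140 s after agonist addition; 0% = ACh EC80 plus DMSO and 100% = DMSO alone without agonist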
Target sequence (P11229 whole entry, looked up): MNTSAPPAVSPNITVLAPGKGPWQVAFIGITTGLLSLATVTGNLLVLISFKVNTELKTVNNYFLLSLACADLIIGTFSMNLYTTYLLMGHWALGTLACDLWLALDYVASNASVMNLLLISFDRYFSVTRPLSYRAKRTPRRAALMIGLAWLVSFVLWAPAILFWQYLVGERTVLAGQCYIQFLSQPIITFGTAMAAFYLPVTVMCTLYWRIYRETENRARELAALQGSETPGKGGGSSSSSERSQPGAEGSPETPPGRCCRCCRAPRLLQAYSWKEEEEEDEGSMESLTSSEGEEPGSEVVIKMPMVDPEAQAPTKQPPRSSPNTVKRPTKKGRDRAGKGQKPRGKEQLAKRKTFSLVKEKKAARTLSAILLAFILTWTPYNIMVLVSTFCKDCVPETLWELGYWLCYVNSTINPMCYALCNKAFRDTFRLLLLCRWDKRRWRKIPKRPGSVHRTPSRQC
M4 ag – CHRM4 agonism in calcium assay; P08173; CHO-K1 hM4/Gqi5, Fluo-8 calcium fluorescence; vehicle 0%, full acetylcholine response 100%; activation, % at 3 µM; 0.14% of 360,000 active; AID 624127;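 active = activation above the run mean over all test wells plus 3 SD, cut at about 32% in these data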;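 also: peak over basal fluorescence ratio per well then scaled between controls; 0% = DMSO wells and 100% = acetylcholine at EC100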
Target sequence (P08173 whole entry, looked up): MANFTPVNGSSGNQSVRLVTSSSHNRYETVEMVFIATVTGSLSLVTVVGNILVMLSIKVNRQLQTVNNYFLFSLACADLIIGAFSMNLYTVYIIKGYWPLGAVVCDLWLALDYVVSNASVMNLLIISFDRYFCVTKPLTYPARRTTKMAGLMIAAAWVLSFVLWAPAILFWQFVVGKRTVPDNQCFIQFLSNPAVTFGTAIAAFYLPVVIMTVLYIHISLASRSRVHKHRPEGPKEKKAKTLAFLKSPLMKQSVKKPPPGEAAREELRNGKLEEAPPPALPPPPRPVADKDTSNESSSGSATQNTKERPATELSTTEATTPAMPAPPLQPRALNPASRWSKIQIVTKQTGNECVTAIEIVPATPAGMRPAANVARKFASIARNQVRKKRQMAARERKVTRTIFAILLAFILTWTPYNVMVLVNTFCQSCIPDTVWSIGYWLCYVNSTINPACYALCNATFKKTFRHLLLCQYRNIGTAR
CHO-K1 Ca antag – M1 antagonist counterscreen hit in parental CHO-K1 cells | ATP-induced calcium, Fluo-8 fluorescence | inhibition, % at 3 µM | 0.6% of 360,000 active | AID 602250;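 active = inhibition above a per-plate cutoff, the plate's mean sample inhibition plus 3 SD, cut at about 24% in these data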;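 also: 0% = DMSO plus EC80 ATP and 100% = DMSO alone without ATP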
CHO-K1 Ca ag – counter-screen for M1 agonists: effect in parental CHO-K1 cells | Fluo-8 calcium fluorescence; scaled to maximal ATP response, vehicle zero | activation, % at 3 µM | 0.48% of 360,000 active; in the data active = activation above about 15%;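 also: untransfected CHO-K1 host cells lacking M1 receptor as counterscreen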
M1 ag – human M1 muscarinic receptor agonism | CHO-K1 hM1, Fluo-8 calcium fluorescence, agonist mode; 0% DMSO, 100% acetylcholine EC100 | activation, % at 3 µM | 0.33% of 360,000 active;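 active = activation above the run's mean compound activation plus 3 SD, cut at about 16% in these data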;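 also: peak over basal fluorescence ratio within a 140 s kinetic read after compound addition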
M1 PAM – potentiates human M1 receptor response to acetylcholine | P11229 | CHO-K1 hM1, Fluo-8 calcium fluorescence, ACh EC20; 0% = ACh EC20, 100% = maximal ACh | activation, % at 3 µM | 0.088% of 360,000 active | AID 588819; in the data active = activation above about 19%, passing the limit was not always enough
CHO parental Ca – counter-screen for OX1R antagonists: effect in parental CHO cells; parental CHO-K1, ATP-induced calcium, Fluo-8 fluorescence; inhibition, % at 5.6 µM; 0.63% of 330,000 active;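 active = inhibition above that plate's mean sample inhibition plus 3 SD, cut at about 26% in these data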;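 also: 0% = ATP-challenged DMSO wells and 100% = DMSO wells without ATP; some compounds past the cut are filed as inactive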
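Test system: parental CHO cells; detection: calcium-sensitive Fluo-8 fluorescence; evaluation: percent inhibition of calcium signal; also added: ATP as calcium-mobilizing challenge; repeats: one well per compound; control set: ATP-challenged DMSO wells low, unchallenged DMSO wells high; compound: single nominal dose of 5.6 µM per compound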
CHRM4 antagonist – blocks acetylcholine activation of human M4 receptor. AID 624125. CHO-hM4 cells, ACh EC80, Fluo-8 calcium fluorescence. inhibition, % at 3 µM. 0.73% of 360,000 active. P08173;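 active = inhibition above its plate's cutoff, the mean inhibition of sample wells plus 3 SD, cut at about 27% in these data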;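 also: 0% = acetylcholine EC80 with DMSO and 100% = DMSO without agonist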
* hit, by the source's call; & = joins results of further samples.

COc1ccc(C2=NN(C(=O)CSc3nnnn3C)C(c3ccco3)C2)cc1 (stereo not given) was read as OXTR potentiate 0.9, M1 antag -12.1, M4 ag 0.6, CHO-K1 Ca antag -21.0, CHO-K1 Ca ag 2.3, M1 ag -2.7, M1 PAM 9.8, CHO parental Ca -11.7 and CHRM4 antagonist -4.0.
Screening CCNC(=S)NNC(=O)CSc1nc2ccccc2[nH]1 returned OXTR potentiate -13.1, M1 antag -8.0, M4 ag 3.2, CHO-K1 Ca antag -20.6, CHO-K1 Ca ag 1.4, M1 ag -5.9, M1 PAM 14.9, CHO parental Ca -16.4 and CHRM4 antagonist 1.1.
For Cc1cccc(C(=O)NCC(=O)NC2CCC(C)CC2)c1 (stereo not given) the results were OXTR potentiate -11.0, M1 antag -12.0, M4 ag 0.9, CHO-K1 Ca antag 1.8, CHO-K1 Ca ag 0.2, M1 ag -3.1, M1 PAM 9.1, CHO parental Ca 0.7 and CHRM4 antagonist -14.6.
For CN1C(=O)c2cccc3c(S(=O)(=O)N4CCCC4C(=O)O)ccc1c23 (stereo not given) the results were OXTR potentiate -10.2, M1 antag -10.5, M4 ag 1.4, CHO-K1 Ca antag -9.6, CHO-K1 Ca ag -0.1, M1 ag -0.2, M1 PAM 12.4, CHO parental Ca -2.4 and CHRM4 antagonist 2.8.
Cc1c(NS(=O)(=O)c2cccc(C(=O)Nc3ccc(SC(F)F)cc3)c2)c(=O)n(-c2ccccc2)n1C was read as M1 antag 24.8, M4 ag 19.1, CHO-K1 Ca antag -8.7, CHO-K1 Ca ag 6.1, M1 ag -4.5, M1 PAM -12.2 and CHRM4 antagonist 10.9.
Screening CCCN1CN(CCc2ccccc2)CNC1=S returned OXTR potentiate 5.2, M1 antag -18.9, M4 ag 1.2, CHO-K1 Ca antag -2.7, CHO-K1 Ca ag -0.1, M1 ag -3.4, M1 PAM 13.3, CHO parental Ca -5.5 and CHRM4 antagonist 7.3.
`Cc1onc(-c2ccccc2Cl)c1C(=O)N1CCN(C/C=C/c2ccccc2)CC1` gave OXTR potentiate -8.3, M1 antag 0.5, M4 ag 14.2, CHO-K1 Ca antag -13.0, CHO-K1 Ca ag 4.7, M1 ag -2.1, M1 PAM -14.9, CHO parental Ca -30.2 and CHRM4 antagonist -2.2.
O=C(Nc1ccccc1F)c1cccc(C(=O)Nc2ccccc2F)c1 was read as OXTR potentiate -5.2, M1 antag 4.4, M4 ag 2.6, CHO-K1 Ca antag -2.5, CHO-K1 Ca ag 5.9, M1 ag -3.9, M1 PAM 0.6, CHO parental Ca -16.9 and CHRM4 antagonist 4.0.
Screening Cc1cc(C)n2nc(SCc3ccc(C#N)cc3)nc2n1 returned OXTR potentiate -4.5, M1 antag -13.9, M4 ag 1.3, CHO-K1 Ca antag 0.9, CHO-K1 Ca ag 0.7, M1 ag -1.8, M1 PAM 20.7, CHO parental Ca -10.0 and CHRM4 antagonist -11.1.
For CCN(Cc1ccccc1)c1ccc(/C=N/NC(=O)c2cccc(S(=O)(=O)N3CCOCC3)c2)cc1 the results were OXTR potentiate 0.6, M1 antag 15.0, M4 ag 1.4, CHO-K1 Ca antag 15.9, CHO-K1 Ca ag 2.0, M1 ag -5.2, M1 PAM -6.4, CHO parental Ca 2.1 and CHRM4 antagonist 8.8.
For NC(=O)C1C2C=CC(C2)C1c1ccccc1 (stereo not given) the results were M1 antag 4.2, M4 ag 0.2, CHO-K1 Ca antag 14.5, CHO-K1 Ca ag -0.4, M1 ag -2.6, M1 PAM -3.4 and CHRM4 antagonist 7.2.
For Cc1ccc(NC(=O)CNC(C)c2ccccc2)cc1 (stereo not given) the results were OXTR potentiate -1.5, M1 antag -10.8, M4 ag 0.6, CHO-K1 Ca antag 7.5, CHO-K1 Ca ag -0.1, M1 ag -9.3, M1 PAM 9.4, CHO parental Ca -8.8 and CHRM4 antagonist 3.4.
Screening CC(=O)N(CN1C(=O)c2ccccc2C1=O)c1ccc2c(c1)oc1ccccc12 returned OXTR potentiate -0.3, M1 antag -4.5, M4 ag 0.8, CHO-K1 Ca antag -10.0, CHO-K1 Ca ag 1.8, M1 ag -2.2, M1 PAM 8.2, CHO parental Ca -8.3 and CHRM4 antagonist -2.9.
`CCN(CC)C(=O)CC1(c2ccccc2OC)CCOC(C(C)C)C1` (stereo not given) gave OXTR potentiate 2.4, M1 antag 4.6, M4 ag -1.5, CHO-K1 Ca antag 1.1, CHO-K1 Ca ag 0.3, M1 ag -4.7, M1 PAM 0.6, CHO parental Ca -7.7 and CHRM4 antagonist 4.2.
CN(CC(=O)OCC(=O)NCc1ccccc1)S(=O)(=O)c1ccc(Cl)cc1 was read as OXTR potentiate -6.8, M1 antag -2.6, M4 ag 2.0, CHO-K1 Ca antag -4.2, CHO-K1 Ca ag 1.1, M1 ag -0.8, M1 PAM 4.0, CHO parental Ca -15.4 and CHRM4 antagonist -12.1.
`COc1cccc(NC(=O)CSc2nc(C)cs2)c1` gave OXTR potentiate -5.0, M1 antag -4.6, M4 ag 1.7, CHO-K1 Ca antag -8.0, CHO-K1 Ca ag 0.4, M1 ag -4.2, M1 PAM 2.2, CHO parental Ca -9.3 and CHRM4 antagonist 0.5.
`NC(=O)c1ccc(NC(=O)CCc2nc3sc4c(c3c(=O)[nH]2)CCCC4)cc1` gave OXTR potentiate -2.5, M1 antag -3.7, M4 ag 0.3, CHO-K1 Ca antag -1.3, CHO-K1 Ca ag 0.0, M1 ag -1.0, M1 PAM 7.2, CHO parental Ca -13.3 and CHRM4 antagonist -10.8.
COCCn1c(SCC(=O)Nc2nnc(C)s2)nnc1-c1ccoc1C was read as OXTR potentiate -7.4, M1 antag -6.7, M4 ag 0.3, CHO-K1 Ca antag -11.4, CHO-K1 Ca ag 0.3, M1 ag -2.7, M1 PAM 7.5, CHO parental Ca 3.3 and CHRM4 antagonist 0.0.
Screening CC(=O)c1ccc(S(=O)(=O)N2CCN(C(=O)CSC(=S)N3CCCC3)CC2)cc1 returned OXTR potentiate -14.7, M1 antag 16.9, M4 ag 6.2, CHO-K1 Ca antag 15.3, CHO-K1 Ca ag 2.5, M1 ag -0.8, M1 PAM -8.1, CHO parental Ca -1.7 and CHRM4 antagonist 2.0.
CCOC(=O)N1CCN(S(=O)(=O)c2c(C(=O)N3CCCCC3)c(C)n(C)c2C)CC1 was read as OXTR potentiate -5.9, M1 antag -1.9, M4 ag 0.9, CHO-K1 Ca antag -21.7, CHO-K1 Ca ag 0.4, M1 ag -0.2, M1 PAM 8.7, CHO parental Ca -4.7 and CHRM4 antagonist -4.1.
CCC(CO)Oc1cc(NCc2cccc(C)c2)c2ncn(C(C)C)c2c1 (stereo not given) was read as OXTR potentiate 2.8, M1 antag 0.1, M4 ag 1.1, CHO-K1 Ca antag -12.8, CHO-K1 Ca ag 0.7, M1 ag -8.3, M1 PAM 4.5, CHO parental Ca -18.6 and CHRM4 antagonist -15.6.
For CC(=O)n1c(C=Nc2ccccc2)c(O)c2ccccc21 the results were OXTR potentiate -12.4, M1 antag -1.0, M4 ag 1.1, CHO-K1 Ca antag 1.1, CHO-K1 Ca ag -0.3, M1 ag -4.3, M1 PAM -2.1, CHO parental Ca -5.6 and CHRM4 antagonist 10.3.
`CC1CCN(C(=O)CSc2nnc(-c3ccccc3F)o2)CC1` gave OXTR potentiate -7.3, M1 antag -9.2, M4 ag 0.6, CHO-K1 Ca antag -10.2, CHO-K1 Ca ag 0.9, M1 ag -2.6, M1 PAM 6.3, CHO parental Ca -13.1 and CHRM4 antagonist -6.9.
CCOC(=O)Cn1cnc2sc(C(=O)OC)c(C)c2c1=O was read as OXTR potentiate 1.4, M1 antag -9.5, M4 ag 1.4, CHO-K1 Ca antag -5.4, CHO-K1 Ca ag 4.5, M1 ag -6.9, M1 PAM 6.2, CHO parental Ca -8.8 and CHRM4 antagonist -12.3.
`CC(C)c1ccc2c(c1)c(SC(C)(C)C)c(CC(C)(C)C(=O)O)n2Cc1ccc(Cl)cc1` gave OXTR potentiate -4.2&-11.5, M1 antag -26.0, M4 ag 0.5, CHO-K1 Ca antag -4.0, CHO-K1 Ca ag 0.8, M1 ag -3.4, M1 PAM -0.5, CHO parental Ca -9.1&-14.1 and CHRM4 antagonist -3.8.
`COc1ccc(C(=O)Nc2cccc3c2CCCC3)cc1` gave OXTR potentiate -1.5, M1 antag -17.6, M4 ag 0.4, CHO-K1 Ca antag -2.1, CHO-K1 Ca ag -0.1, M1 ag -5.9, M1 PAM 5.5, CHO parental Ca 5.7 and CHRM4 antagonist 3.5.
`COc1cccc(OCC(=O)NNC(=O)C(=O)Nc2ccc(OC)cc2OC)c1` gave OXTR potentiate -3.3, M1 antag -7.0, M4 ag -0.2, CHO-K1 Ca antag -6.2, CHO-K1 Ca ag -0.5, M1 ag -3.9, M1 PAM 0.5, CHO parental Ca -15.6 and CHRM4 antagonist -6.6.
O=C(c1ccc2c(=O)n(CC3CCCO3)c(=S)[nH]c2c1)N1CCN(c2ccccc2)CC1 (stereo not given) was read as OXTR potentiate -7.6, M1 antag -16.9, M4 ag 0.2, CHO-K1 Ca antag 0.7, CHO-K1 Ca ag -0.3, M1 ag -2.1, M1 PAM 2.9, CHO parental Ca -19.9 and CHRM4 antagonist 3.9.
For COc1ccc(C2c3[nH]c4ccccc4c3CCN2CCCn2cccn2)c(C)c1C (stereo not given) the results were OXTR potentiate -5.0, M1 antag -2.8, M4 ag -0.9, CHO-K1 Ca antag 2.7, CHO-K1 Ca ag 0.0, M1 ag -14.8, M1 PAM 3.0, CHO parental Ca -32.0 and CHRM4 antagonist -2.9.
`COc1ccc2nc(C)cc(SCC(=O)Nc3c(C)cccc3C)c2c1` gave OXTR potentiate -1.3, M1 antag 5.4, M4 ag 1.3, CHO-K1 Ca antag -7.5, CHO-K1 Ca ag 1.6, M1 ag -1.5, M1 PAM 4.1, CHO parental Ca -7.4 and CHRM4 antagonist 12.2.
`COc1ccc(S(=O)(=O)N2CCN(C(=O)CNC(=O)c3ccc4c(c3)OCO4)CC2)cc1` gave OXTR potentiate 11.0, M1 antag 3.6, M4 ag 0.1, CHO-K1 Ca antag 1.5, CHO-K1 Ca ag -0.6, M1 ag -5.5, M1 PAM -3.0, CHO parental Ca -13.6 and CHRM4 antagonist 8.7.
`O=c1c2cccc(Cl)c2nc2n1Cc1ccccc1-2` gave OXTR potentiate -4.8, M1 antag -12.3, M4 ag 1.1, CHO-K1 Ca antag -10.1, CHO-K1 Ca ag 0.2, M1 ag -2.4, M1 PAM 5.3, CHO parental Ca -16.5 and CHRM4 antagonist -5.5.

Not a retest: two of the compounds above.
`COc1cccc(NC(=O)CSc2nc(C)cs2)c1` gave OXTR potentiate -5.0, M1 antag -4.6, M4 ag 1.7, CHO-K1 Ca antag -8.0, CHO-K1 Ca ag 0.4, M1 ag -4.2, M1 PAM 2.2, CHO parental Ca -9.3 and CHRM4 antagonist 0.5.
`NC(=O)c1ccc(NC(=O)CCc2nc3sc4c(c3c(=O)[nH]2)CCCC4)cc1` gave OXTR potentiate -2.5, M1 antag -3.7, M4 ag 0.3, CHO-K1 Ca antag -1.3, CHO-K1 Ca ag 0.0, M1 ag -1.0, M1 PAM 7.2, CHO parental Ca -13.3 and CHRM4 antagonist -10.8.
